APJ antag – antagonists of human apelin receptor APJ, primary screen, CHO-K1 cells, beta-arrestin complementation, luminescence; P35414; inhibition, % at 20 µM; hit rate 0.32% among 330,000; AID 2521, 2010;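 active = inhibition above about 40% at 20 µM, limit read from the data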;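 note: cells challenged with 10 nM apelin-13 agonist together with compound; plate controls were apelin-13 plus DMSO wells for no effect and DMSO wells lacking apelin-13 for full effect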
Target sequence (P35414 whole entry, looked up): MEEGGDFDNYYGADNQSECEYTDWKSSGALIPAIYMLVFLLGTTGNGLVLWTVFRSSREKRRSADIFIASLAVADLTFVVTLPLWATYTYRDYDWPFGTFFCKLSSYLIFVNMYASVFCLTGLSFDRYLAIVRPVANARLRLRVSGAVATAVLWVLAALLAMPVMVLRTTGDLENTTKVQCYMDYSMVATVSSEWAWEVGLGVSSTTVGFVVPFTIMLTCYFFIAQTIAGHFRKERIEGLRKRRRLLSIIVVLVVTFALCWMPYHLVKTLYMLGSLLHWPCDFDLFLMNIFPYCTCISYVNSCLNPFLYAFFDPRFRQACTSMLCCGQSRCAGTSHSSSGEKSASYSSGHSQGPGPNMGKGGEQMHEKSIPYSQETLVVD
CCR6 antagonist – CCR6 receptor antagonists, primary screen, cell-based, CHO-K1, luminescence, beta-arrestin, uHTS. AID 493098, 2011. C-C chemokine receptor type 6 (Homo sapiens), P51684. CHO-K1 CCR6 PathHunter beta-arrestin, CCL20-stimulated. hit rate 0.49% among 340,000. inhibition, % at 20 µM;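 active = compounds whose inhibition of the agonist-driven luminescence signal at 20 µM reaches about 50%, limit read from the data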;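 note: cells stimulated with CCL20 at 14 nM final; plate controls were DMSO with CCL20 for no effect and DMSO without agonist for full effect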
Gli-Sufu block – Gli-Sufu pathway antagonists, primary screen, luciferase luminescence, Sufu-KO-LIGHT cells, uHTS. Sufu-KO-LIGHT fibroblasts, Gli luciferase reporter luminescence. inhibition, % at 5 µM. hit rate 0.74% among 340,000. AID 588413, 2011;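 active = inhibition above about 55%, limit read from the data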;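 note: 0% = DMSO-treated cells and 100% = wells with medium but no cells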
APJ agonist – agonists of human apelin receptor APJ, primary screen, CHO-K1 cells, PathHunter beta-arrestin, luminescence | P35414 | 0% DMSO wells, 100% apelin | activation, % at 20 µM | hit rate 0.11% among 330,000 | AID 2520, 2010;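 active = activation more than six SD over the plate average, tested at 20 µM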;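 note: 0% = DMSO alone and 100% = apelin-13 at 10 nM; some results filed as inactive read as strong as hits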
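Test system: CHO-K1 APJ beta-arrestin complementation cell line. Amount: cell density 1000 per well. Controls: DMSO negative, 10 nM Apelin-13 positive. Signal: luminescent beta-gal fragment complementation, chemiluminescent substrate. Read-out basis: agonist-driven arrestin binding to APJ. Timing: compound stimulation 90 min at 25 °C, detection 60 min.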
ATG4B inhibitor – ATG4B protease inhibitors, primary screen, biochemical, fluorescence, uHTS; ATG4B cleavage of LC3-PLA2, NBD-HPC fluorescence, 1 h; inhibition, % at 8.33 µM; hit rate 0.51% among 340,000; in the data active = inhibition above about 40%
Target sequence (Q9Y4P1 whole entry, looked up): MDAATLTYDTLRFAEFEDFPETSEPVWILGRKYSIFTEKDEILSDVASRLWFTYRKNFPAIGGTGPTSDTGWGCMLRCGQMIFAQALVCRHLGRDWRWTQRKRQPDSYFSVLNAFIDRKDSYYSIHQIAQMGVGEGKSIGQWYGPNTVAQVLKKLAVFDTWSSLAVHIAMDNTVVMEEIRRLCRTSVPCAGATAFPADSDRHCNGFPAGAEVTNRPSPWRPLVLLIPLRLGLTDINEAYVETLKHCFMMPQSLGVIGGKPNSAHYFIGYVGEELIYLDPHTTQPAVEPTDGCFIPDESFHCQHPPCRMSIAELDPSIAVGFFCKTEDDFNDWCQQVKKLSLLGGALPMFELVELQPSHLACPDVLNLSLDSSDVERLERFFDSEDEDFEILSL
EBI2 antag – EBI2 receptor antagonists, beta-arrestin recruitment, primary screen, cell-based, luminescence, 7a,25-OHC stimulation, uHTS; 7a,25-OHC stimulated; inhibition, % at 5 µM; hit rate 0.81% among 360,000; AID 651636, 2012; in the data active = inhibition above about 38%;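 note: enzyme fragment complementation signal reports receptor beta-arrestin coupling in cells; 0% = agonist plus DMSO wells and 100% = wells without agonist; some results beyond the cut were filed as inactive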
UBC13 inh – UBC13 polyubiquitin chain formation inhibitors, primary screen, biochemical, TR-FRET, uHTS; Ubiquitin-conjugating enzyme E2 N (Homo sapiens), P61088; inhibition, % at 20 µM; hit rate 0.47% among 330,000; in the data active = inhibition above about 45%, passing the limit was not always enough
Target sequence (P61088 whole entry, looked up): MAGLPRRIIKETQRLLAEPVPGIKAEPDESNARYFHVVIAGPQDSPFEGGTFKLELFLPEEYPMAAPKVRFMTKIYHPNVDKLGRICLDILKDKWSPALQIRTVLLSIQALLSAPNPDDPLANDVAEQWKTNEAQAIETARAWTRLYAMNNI
CXCR6 block – CXCR6 receptor inhibitors, primary screen, cell-based, beta-arrestin, luminescence, CHO-K1 PathHunter, 1536-well; AID 602244, 2012; hit rate 0.36% among 360,000; inhibition, % at 20 µM; C-X-C chemokine receptor type 6 (Homo sapiens), O00574; in the data active = inhibition above about 34%, passing the limit was not always enough;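 note: antagonist mode with CXCL16 agonist at 10 nM final; 0% = 10 nM CXCL16 with DMSO and 100% = unstimulated wells without agonist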
Starred values were filed as active, the others as inactive; / = not tested or not shown. An unsorted share of the library; 3% or so of the library scored in one or more.

No.	mol	APJ agonist	UBC13 inh	APJ antag	Gli-Sufu block	EBI2 antag	CXCR6 block	ATG4B inhibitor	CCR6 antagonist
1	COC(=O)/C(=N/Nc1ccccc1Cl)Sc1nnc(C(O)c2ccccc2)n1-c1ccccc1 (stereo not drawn)	-5	-6	7	-1	6	5	-12	6
2	O=C(NC(=S)Nn1cnnc1)c1ccc(F)cc1Cl	-5	0	21	1	-1	2	-7	17
3	NC(=S)NN=C1CCSCC1	/	/	/	-23	0	-4	7	0
4	CCOc1ccc(S(=O)(=O)N2CCC(C(=O)NC3CCCCC3)CC2)cc1	4	0	11	-2	6	1	-2	-9
5	Cn1cc2cc([N+](=O)[O-])ccc2n1	1	13	-9	4	-6	-3	-3	-2
6	O=S(=O)(c1ccccc1)c1nc(-c2ccccc2)oc1NCc1cccnc1	-1	7	0	14	6	-4	3	-1
7	CCc1nnc(NC(=O)CCS(=O)(=O)c2ccc(C)cc2)s1	-6	-1	21	10	0	1	-2	10
8	O=C1[C@@H]2CSCN2C(=O)CN1Cc1cccc(C(F)(F)F)c1	-1	5	19	-2	2	4	-8	9
9	CCCn1cc(SCC(=O)NC2CCCC2)c2ccccc21	-2	-1	18	-4	18	1	6	11
10	CC(=O)c1c(O)c2cccc3c2n(c1=O)CCC3	-1	32	1	9	-14	6	-5	-9
11	CC(C)(C)c1ccc(NC(=S)NCCc2ccccn2)cc1	4	2	-1	-29	-2	0	-2	6
12	CCOc1cc(C(=O)NCC(C)(C)CNC(=O)c2cc(OCC)c(OCC)c(OCC)c2)cc(OCC)c1OCC	2	0	-3	13	12	-4	1	8
13	COC(=O)c1ccccc1NC(=O)NCCc1ccccc1OC	-4	16	8	-75	1	4	5	12
14	CCOCC(O)CNC(=O)c1ccc2nc(Cc3ccc(OC)c(OC)c3)oc2c1 (stereo not drawn)	-2	0	1	2	-6	9	-4	-9
15	CCc1nnc(NS(=O)(=O)c2ccc(NC(=O)c3cccc(Br)c3)cc2)s1	0	-7	14	0	4	0	3	14
16	COc1cccc(SCC(=O)N2CCN(c3ccccc3)CC2)c1	-4	-1	6	8	-5	8	4	0
17	COc1cccc(NC(=O)c2ccccc2NC(=O)c2ccncc2)c1	-1	1	5	-4	-2	-18	-20	0
18	CCCOc1ccc(NC(=O)C2CC(=O)N(C)C(=Nc3cccc(OC)c3)S2)cc1 (stereo not drawn)	-1	13	-2	10	5	-3	-6	18
19	O=C(CN1C(=O)CSc2ccccc21)Nc1ccc2c(c1)OCCO2	-6	-1	6	-2	3	-1	-1	7
20	Cc1[nH]c(C)c(S(=O)(=O)N(Cc2ccccc2)C(C)C)c1C(=O)N1CCCC1	-1	-5	3	-30	-5	-10	-3	-4
21	Cc1cc(C)nc(/N=C2\NC(=O)CC(C(=O)O)N2c2ccc(C)c(C)c2)n1 (stereo not drawn)	-3	-2	14	1	0	-2	1	-4
22	CCOC(=O)/C(C#N)=C/c1cn(CCC(=O)O)nc1-c1ccccc1	6	-4	-3	10	-2	0	-1	8
23	NC(=O)c1ccsc1NC(=O)COC(=O)[C@@H]1CCCN1C(=O)c1cccs1	/	/	/	7	-2	-2	-7	7
24	CCOC(=O)c1ccc(NC(=O)N2CCN(C(=O)C3CCCO3)CC2)cc1 (stereo not drawn)	-1	-4	-5	-12	-19	-4	-8	10
25	O=C(Nc1cccnc1)c1cccc([N+](=O)[O-])c1	-3	8	-3	5	13	-5	-4	1
26	COc1cccc(C(CNc2ccc(S(=O)(=O)N3CCN(C)CC3)cc2[N+](=O)[O-])N(C)C)c1 (stereo not drawn)	-5	-3	18	16	3	14	6	12
27	O=C(c1ccc(C(=O)N2CCCc3ccccc32)nc1)N1CCCc2ccccc21	-4	2	14	8	3	-2	-17	-9
28	O=C(Cn1c(=O)oc2cc(S(=O)(=O)N3CCCC3)ccc21)Nc1ccccc1Br	-5	3	-17	-1	0	4	10	-13
29	Cc1ccc(CCNC(=O)CCCn2nc(C)c3c(C)n(-c4ccc(C)cc4)nc3c2=O)cc1	-2	3	16	28	12	16	1	8
30	CC(C)CNC(=O)c1cnn2c(C(F)(F)F)cc(C(F)(F)F)nc12	0	2	8	2	-10	-6	-4	5
31	OCCNC(=S)Nc1ccc(Cl)c(Cl)c1	-3	-7	-10	-4	-9	-6	-5	-4
32	O=c1c(Cl)c(O)c2cccc3c4ccccc4n1c23	-6	5	26	-3	8	-3	-18	0
33	COc1ccc(C2CC(c3ccccc3)=NN2C(=O)CSc2nnnn2-c2cccc(C)c2)cc1 (stereo not drawn)	-1	2	-7	-10	13	8	-7	14
34	Cc1nc(SCCOc2ccc(F)cc2)c2ccccc2n1	-4	13	7	-11	3	6	-6	7
35	COc1cccc(/C=N/NC(=O)CN(C2=NS(=O)(=O)c3ccccc32)c2ccccc2)c1	-5	-9	-53	0	-6	-4	-15	-7
36	CC(=O)Nc1nnc(SCC(=O)NCCOc2ccccc2)s1	-1	4	-12	3	-1	0	0	4
37	CCOC(=O)Cc1csc(NC(=O)c2ccc3ncsc3c2)n1	-2	12	4	-40	0	-2	-3	11
38	COC(=O)c1cnc(SCc2ccc(C)cc2)n1C	-1	9	6	-26	13	-6	-8	16
39	COc1ccc(NS(=O)(=O)c2ccc(-c3coc(C)n3)cc2)cc1	-3	-2	3	9	-12	-7	-6	4
40	CCOC(=O)c1sc(/N=C/c2ccc(O)cc2O)cc1C	-3	-7	-5	-26	-9	-1	-8	-17
41	CCOc1ccc(NS(=O)(=O)c2ccc(C(=O)NNC(=O)c3ccccc3O)cc2)cc1	-3	24	10	-5	-7	5	3	9
42	O=C(CCc1ccccc1)NCCc1nc2ccccc2[nH]1	-1	4	3	2	-2	-4	-8	11
43	O=C(O)CNC(=S)N(Cc1ccco1)Cc1ccccc1Cl	-4	5	9	-3	3	0	-6	9
44	C/C(=N\NC(=O)COc1cc(C)cc(C)c1)c1ccc(N2CCOCC2)cc1	-2	5	-17	-7	-12	-2	-8	3
45	CC(=O)Nc1ccc(S(=O)(=O)NCc2ccccn2)cc1	-2	-1	-11	0	-2	6	-7	0
46	Cc1sc2nc(-c3cccnc3)[nH]c(=O)c2c1-c1ccccc1	-1	-14	-37	28	-6	3	-10	-4
47	CCN(CC)S(=O)(=O)c1ccc(NCC2COc3ccccc3O2)c([N+](=O)[O-])c1 (stereo not drawn)	-5	0	13	14	25	13	9	11
48	Cn1c(Sc2ccc(C(F)(F)F)cc2[N+](=O)[O-])nnc1-c1ccccc1	3	-9	-14	3	-1	-13	4	-6
49	COc1ccc(S(=O)(=O)NCC2CCCN(C(=O)c3occc3C)C2)cc1 (stereo not drawn)	-3	2	4	5	-4	1	4	4
50	COc1ccc(CNS(=O)(=O)c2c(C)[nH]c(C)c2C(=O)N2CCCCC2)cc1	0	1	-27	-4	1	5	-6	9
51	COc1ccc(Nc2cc(C)c3ccc(O)cc3n2)cc1	-2	0	1	4	1	-2	1	0
52	COCCNc1nc(C)cc(-c2cc(C(=O)NC3CCCC3)on2)n1	-2	7	-10	-31	-1	-8	-3	1
53	O=[N+]([O-])c1ccc(COc2cccc(CN3CCOCC3)c2)cc1	/	/	/	-9	-2	0	5	8
54	Cc1ccc(SC[C@H](C)CN2CC[C@H](C(C)(C)C)CCC2=O)cc1	-6	12	11	9	6	9	-7	15
55	Nc1nc(SCC(=O)Nc2ccccc2)[nH]c(=O)c1NC(=O)c1cccs1	7	0	2	-1	-1	-3	-16	-3
56	O=C(NNC(=S)Nc1ccccc1Cl)c1ccccc1	-6	-1	6	-67	-8	13	1	18
57	CCOc1ccc(NC(=O)c2nn(C)cc2Br)cc1	-4	8	9	-47	-1	1	1	-5
58	CC(O)[C@H]1CNCCN1CCc1cccc2ccccc12 (stereo partly drawn)	-6	-1	9	-3	-3	11	0	12
59	CCc1nnc(NC(=O)CN2C(=O)N(C)C3(CCCCC3)C2=O)s1	-2	-6	-24	-13	0	0	-2	14
60	Cc1nc(Cl)sc1C(=O)Nc1ccc(Cl)cc1	1	-2	-2	1	-9	-4	4	5

Reformatted: results already given.
#53 O=[N+]([O-])c1ccc(COc2cccc(CN3CCOCC3)c2)cc1
  APJ agonist: / | UBC13 inh: / | APJ antag: / | Gli-Sufu block: -9 | EBI2 antag: -2 | CXCR6 block: 0 | ATG4B inhibitor: 5 | CCR6 antagonist: 8

#54 Cc1ccc(SC[C@H](C)CN2CC[C@H](C(C)(C)C)CCC2=O)cc1
  APJ agonist: -6 | UBC13 inh: 12 | APJ antag: 11 | Gli-Sufu block: 9 | EBI2 antag: 6 | CXCR6 block: 9 | ATG4B inhibitor: -7 | CCR6 antagonist: 15

The list continues:
No.	mol	APJ agonist	UBC13 inh	APJ antag	Gli-Sufu block	EBI2 antag	CXCR6 block	ATG4B inhibitor	CCR6 antagonist
61	CN(CC1COc2ccccc2O1)C(=O)CSc1ncccn1 (stereo not drawn)	-5	7	-8	-7	-5	4	-2	2
62	COc1ccc(O)c(/C=N/c2sc(C)c(C)c2C#N)c1	-4	-12	8	0	-9	-9	-12	5
63	CCCCN(C(=O)CSCc1c(C)noc1C)c1c(N)n(CCCC)c(=O)[nH]c1=O	-4	6	20	2	0	1	-5	-11
64	O=C(C=Cc1ccccc1O)c1ccccc1O	/	/	/	6	-3	19	-1	37
65	COc1ccc(CNC(=S)Nc2cccc(Cl)c2)cc1	3	-2	3	2	-7	-8	5	-18
66	O=C(CSc1ccc(Br)cc1)N1CCN(C(=O)c2ccco2)CC1	-2	0	-18	3	83*	-7	2	4
67	Cc1cc(OC(=O)c2cc(F)c(F)cc2Cl)nc(C)n1	-3	-7	5	-2	-20	1	-4	-2
68	CCCCCCC1/C(=N/O)CCC1C(=O)OC (stereo not drawn)	-4	7	0	-12	2	2	-8	12
69	Cc1cc(N2CCN(C(=O)Nc3ccccc3C#N)CC2)c2ccccc2n1	-2	-3	-4	22	7	2	4	17
70	Cc1ccc(-c2csc(NC(=O)N3CCOCC3)n2)cc1	1	4	3	-19	-3	-11	-6	3

Screening data (PubChem BioAssay)
